# PAFAH1B3 inh – PAFAH1B3 (human) inhibition | Q15102 | recombinant PAFAH1B3, FP-rhodamine probe, fluorescence polarization | inhibition, % at 3.39 µM | 340,000 tested, 0.28% active | AID 492972;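 active = inhibition above the screen-wide average of all tested compounds plus 3 SD, cut at about 25% in these data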;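 also: 0% = enzyme with DMSO only and 100% = wells lacking PAFAH1B3 protein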
# Target sequence (Q15102 whole entry, looked up): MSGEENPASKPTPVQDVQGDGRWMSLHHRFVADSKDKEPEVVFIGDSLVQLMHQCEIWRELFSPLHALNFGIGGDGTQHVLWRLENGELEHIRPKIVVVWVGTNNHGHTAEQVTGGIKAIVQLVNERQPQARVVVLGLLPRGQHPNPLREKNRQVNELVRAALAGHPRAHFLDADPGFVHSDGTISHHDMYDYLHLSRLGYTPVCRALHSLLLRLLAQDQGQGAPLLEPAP
# PME-1 inh – PME-1 (human) inhibition; Q9Y570; recombinant PME-1, FP-Rh probe fluorescence polarization; inhibition, % at 5.9 µM; 320,000 tested, 0.53% active;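 active = inhibition above the campaign mean of all compounds plus 3 SD, cut at about 26% in these data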;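 also: competitive labeling of PME-1 active site by serine hydrolase directed probe; 0% = PME-1 with DMSO and 100% = wells lacking PME-1 enzyme; inhibitors block probe labeling so polarization falls and inhibition rises; many of its hits are not listed in these tables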
# LYPLA2 inh – counter-screen for PME1 inhibitors: inhibitors of human LYPLA2. AID 2177. recombinant LYPLA2, FP-Rh probe fluorescence polarization. inhibition, % at 5.9 µM. 320,000 tested, 0.38% active. O95372;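 active = inhibition above the screen-wide mean plus 3 SD, limit set per campaign, cut at about 26% in these data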;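 also: 0% = LYPLA2 with DMSO and 100% = wells lacking LYPLA2 enzyme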
# Target sequence (O95372 whole entry, looked up): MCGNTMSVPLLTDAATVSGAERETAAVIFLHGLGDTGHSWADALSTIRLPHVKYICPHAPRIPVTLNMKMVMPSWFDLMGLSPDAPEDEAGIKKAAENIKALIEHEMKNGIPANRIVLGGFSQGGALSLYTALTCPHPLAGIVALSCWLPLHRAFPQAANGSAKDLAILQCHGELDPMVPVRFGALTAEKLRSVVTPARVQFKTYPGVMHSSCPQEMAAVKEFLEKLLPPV
# PAFAH1B2 inh – PAFAH1B2 (human) inhibition; inhibition, % at 3.39 µM; recombinant PAFAH1B2, FP-rhodamine activity probe, fluorescence polarization; 340,000 tested, 1.2% active; P68402; AID 492953;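 active = inhibition above the mean of all tested compounds plus 3 SD, cut at about 24% in these data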;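 also: 0% = enzyme with DMSO and 100% = wells lacking PAFAH1B2; many of its hits are not listed in these tables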
# LYPLA1 inh – LYPLA1 (human) inhibition in PME1 counter-screen; inhibition, % at 5.9 µM; 320,000 tested, 0.16% active; recombinant LYPLA1, FP-Rh probe fluorescence polarization;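 active = inhibition above the mean of all tested compounds plus 3 SD, set per campaign, cut at about 14% in these data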;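 also: inhibitors block serine hydrolase probe labeling of LYPLA1 so polarization falls; 0% = enzyme with DMSO and 100% = wells lacking LYPLA1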
# Target sequence (O75608 whole entry, looked up): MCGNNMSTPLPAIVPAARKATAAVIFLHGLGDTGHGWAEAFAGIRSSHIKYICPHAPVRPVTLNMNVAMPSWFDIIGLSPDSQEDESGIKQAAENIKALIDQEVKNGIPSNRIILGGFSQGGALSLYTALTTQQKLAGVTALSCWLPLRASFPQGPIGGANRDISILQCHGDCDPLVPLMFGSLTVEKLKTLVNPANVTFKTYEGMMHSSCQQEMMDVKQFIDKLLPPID
# pPAFAH FP inh – pPAFAH (human) enzyme inhibition; AID 463082; inhibition, % at 3.39 µM; 330,000 tested, 1.5% active; Q13093; recombinant pPAFAH, FP-rhodamine probe fluorescence polarization;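 active = inhibition above the mean inhibition across the screen plus 3 SD, cut at about 25% in these data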;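 also: inhibitors block binding of the rhodamine activity-based probe so polarization drops; 0% = enzyme with DMSO and 100% = wells lacking pPAFAH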
# GSTO1 counter – counter-screen for RBBP9 inhibitors: inhibitors of human GSTO1 | P78417 | recombinant GSTO1, activity-based probe fluorescence polarization | inhibition, % at 5.96 µM | 300,000 tested, 1.1% active;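 active = inhibition above the campaign mean inhibition plus 3 SD, cut at about 35% in these data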;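 also: 0% = GSTO1-1 with DMSO and 100% = wells lacking GSTO1-1 enzyme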
# Target sequence (P78417 whole entry, looked up): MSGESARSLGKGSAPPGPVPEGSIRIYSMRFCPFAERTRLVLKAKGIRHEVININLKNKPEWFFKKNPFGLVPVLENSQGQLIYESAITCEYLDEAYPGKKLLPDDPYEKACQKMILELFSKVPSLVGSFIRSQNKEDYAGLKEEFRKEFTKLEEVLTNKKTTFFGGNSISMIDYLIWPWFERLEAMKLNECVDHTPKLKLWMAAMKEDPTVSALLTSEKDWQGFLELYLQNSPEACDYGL
# PAD4 inh – PAD4 (human) enzyme inhibition. Q9UM07. recombinant PAD4, RCA probe fluorescence polarization. inhibition, % at 6.36 µM. 330,000 tested, 0.41% active. AID 485272;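 active = percent inhibition above a cutoff equal to the mean of all tested compounds plus 3 SD, cut at about 15% in these data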;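 also: 0% = PAD4 with RCA probe and DMSO and 100% = probe without PAD4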
# PAFAH2 FP inh – PAFAH2 (human) inhibition | Q99487 | recombinant PAFAH2, FP-rhodamine activity probe, fluorescence polarization | inhibition, % at 3.39 µM | 340,000 tested, 0.99% active;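 active = inhibition above the mean over all tested compounds plus 3 SD, cut at about 30% in these data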;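 also: inhibitors block probe labeling of enzyme so polarization drops; 0% = enzyme with DMSO and 100% = wells lacking PAFAH2 protein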
# Numbers without * were called inactive; nt = not tested or not shown. Not all compounds are listed, so the mix of outcomes need not match the whole.
canonical_smiles	PAFAH1B3 inh	PME-1 inh	LYPLA2 inh	PAFAH1B2 inh	LYPLA1 inh	pPAFAH FP inh	GSTO1 counter	PAD4 inh	PAFAH2 FP inh
CCN(c1ccccc1)S(=O)(=O)c1ccc(OC)c(NC(=O)CN(C)C)c1	2.3	1.4	4.3	8.3	14.9*	-0.2	-2.6	0.1	6.0
CC(C)CCN1CCC(n2nccc2NC(=O)c2ccc3c(c2)OCO3)CC1	2.1	0.4	-1.9	-0.4	0.3	-0.7	-3.4	-0.8	4.3
COc1cc(/C=C/C(=O)/C=C(O)/C=C/c2ccc(O)c(OC)c2)ccc1O	5.8	-3.6	1.7	2.3	-4.2	6.8	nt	0.5	2.4
O=C(Nc1nncs1)c1ccc(Br)c(S(=O)(=O)N2CCCC2)c1	-0.2	-4.4	-4.1	6.9	-2.6	-2.3	-12.5	0.3	5.0
CCN(CC)Cc1c(O)ccc2occ(C(=O)c3ccc(OC)cc3)c12	7.8	-1.2	-0.9	1.4	-1.5	8.4	9.2	1.1	-4.6
O=C(C(Cl)c1ccccc1)N1CCCC1 (stereo not given)	3.6	7.2	1.7	3.6	0.9	-1.5	1.6	2.4	9.2
C=CCC[C@H](Cc1ccc(F)cc1)C(=O)OC[C@H](Cc1c[nH]c2ccccc12)NC(=O)[C@@H](CC=C)CC(=O)N(CCO)Cc1ccccc1	3.5	nt	nt	-1.3	nt	19.0	nt	2.6	16.7
Cc1ccccc1C(=O)Nc1ccccc1C(=O)N1CCC(C)CC1	9.3	-0.2	8.4	-1.7	4.5	2.5	0.4	-4.5	2.4
COc1ccc(C(=O)COc2nc(C)cc(C)c2C#N)cc1	15.6	-3.3	11.2	8.7	-1.5	3.3	6.2	1.4	3.4
CCCC(O)(c1ccc(OC)cc1)C(CN1CCOCC1)c1ccc(Cl)cc1 (stereo not given)	-3.2	-3.0	-8.9	7.3	-2.3	-1.8	3.5	1.6	5.8
COc1ccc2c(Cl)c(C(=O)N/N=C/c3c(C)[nH]c4ccccc34)sc2c1	14.7	32.4*	-11.5	5.7	-10.6	5.5	-1.5	-1.7	-16.7
CC12COC3(C(=O)Nc4cccnc4)CC1CCC32C (stereo not given)	-1.8	0.3	9.1	2.5	1.5	3.3	4.7	3.3	-7.0
CCCCn1c(Nc2ccc(OC)cc2)nc2ccccc21	5.8	0.8	2.4	-0.3	-1.3	-1.8	2.4	-1.1	-10.5
CCOC(=O)c1c(-c2ccccc2)oc2ccc(OCC(=O)NN)cc12	4.8	-9.2	-13.0	0.4	-8.7	3.2	1.6	-0.4	-2.8
CCC(C(=O)NC(C)(C)C)N(C(=O)Cn1nnc(-c2ccccc2F)n1)c1cnc2ccccc2c1 (stereo not given)	3.9	4.3	3.1	2.3	0.9	5.8	-0.1	-0.5	6.4
COc1ccc2[nH]c(C(=O)Nc3ccccc3Cl)cc2c1	nt	0.2	-7.3	nt	-3.7	3.6	-6.7	-6.1	nt
CCCCn1cnc2c1c(=O)[nH]c(=O)n2CCCC	1.7	-1.3	0.3	-0.7	-0.6	-2.0	6.3	-3.0	-1.3
CCCCCCCNC(=O)C1(CC2CC(c3ccc(Cl)cc3)=NO2)CCN(C(=O)c2ccccc2)CC1 (stereo not given)	5.6	-0.1	3.9	-0.5	-0.1	3.9	-1.7	2.8	-9.2
CCc1ccc(N2CC(C(=O)NC3=NCCS3)CC2=O)cc1 (stereo not given)	2.7	-5.2	9.0	1.3	5.1	-0.2	2.7	-2.5	19.6
CC1CC(N(C(=O)c2ccc(Cl)cc2)c2ccccc2)c2ccccc2N1C(=O)c1ccco1 (stereo not given)	-2.5	8.0	3.0	-0.1	0.3	-0.3	-9.4	-3.3	2.5
O=C(Cc1ccccc1Cl)N1CCOCC1	5.6	4.2	4.0	-1.8	3.2	3.9	1.2	1.8	-5.2
CCCN1C(=O)CC(C(=O)OC)=C1C	2.8	-1.4	-1.4	0.3	-0.6	4.2	3.1	-2.4	3.1
CC(=O)Oc1ccc(C(=O)NCCc2ccccc2)cc1	-1.2	1.8	-3.5	-2.5	-3.5	2.5	1.1	0.9	-2.9
COc1ccc(COc2cc(-c3cccc(OC)c3)nc3ccc(NC(=O)c4ccc(C)cc4)cc23)cc1	-45.6	-57.7	-100.8	-29.3	-56.2	-53.1	-24.4	-8.7	-61.5
COC(=O)c1ccc(N(CC(=O)NCC2CCCO2)C(=O)CCC(=O)Nc2cc(C)on2)cc1 (stereo not given)	-4.0	4.5	-0.6	2.8	-1.7	2.3	3.3	3.5	-2.4
COc1ccc(N(C)S(=O)(=O)c2cccc(C(=O)NCC(c3cccs3)N(C)C)c2)cc1 (stereo not given)	0.1	-0.2	7.9	-0.7	1.3	7.2	-8.9	2.5	5.2
Cc1ccc(/C=N/NC(=O)CNC(=O)c2cccs2)o1	-0.7	1.6	2.5	-6.1	2.5	2.0	1.5	4.5	-7.0
Cc1nnc(SCC(=O)c2c[nH]c3ccccc23)n1C1CC1	9.7	-1.6	4.7	2.5	0.1	-1.6	nt	1.3	-6.2
COc1ccc(-n2cccc2/C=C2\C(=N)N3N=C(c4ccco4)SC3=NC2=O)cc1	-7.1	5.0	3.5	0.4	-2.5	47.2*	-35.5	2.7	26.7
O=C(CN1CCN(Cc2ccccc2Cl)C1=O)NCC1CCCO1 (stereo not given)	0.2	-0.3	-0.2	-2.4	1.4	0.1	2.7	-2.7	2.1
CC(C)C(C)NC(=O)COC(=O)C1CCN(S(=O)(=O)c2ccc3c(c2)OCCO3)CC1 (stereo not given)	0.2	2.5	8.0	4.2	1.6	38.0*	3.4	0.1	9.0
COc1ccc(C/C(O)=C(\C#N)c2nc3ccccc3s2)cc1	6.5	-9.5	-7.7	10.2	-0.7	11.4	-21.9	-4.5	11.1
O=C1c2ccccc2C(=O)N1n1cccc1	-6.6	0.5	4.4	0.2	5.0	0.8	-0.7	-1.8	4.0
Cn1c(=O)[nH]c(=O)c2c1nc(CN1CCN(c3ccc(F)cc3)CC1)n2CCc1ccccc1	0.4	0.1	5.5	1.0	2.3	2.3	-5.4	-1.9	4.7
Cc1ccn2c(C(=O)N/N=C\c3cccs3)c(C)nc2c1	1.9	3.5	0.9	1.7	-0.9	3.8	7.7	-0.8	-1.2
Cc1cccc(-n2c(-c3csc4ccccc34)n[nH]c2=S)c1	-3.4	3.8	0.5	-3.1	5.1	8.0	-5.3	0.0	-1.4
Nc1ccn(CC(=O)NCCNc2ccc([N+](=O)[O-])cn2)c(=O)n1	5.6	1.9	0.0	7.1	1.5	-3.0	nt	-2.9	8.8
Cc1cc(C(=O)COC(=O)c2cccn2C)c(C)n1Cc1ccco1	5.7	0.8	-6.1	-3.6	0.4	1.1	0.2	-4.3	3.9
Cc1csc(NC(=O)C2COc3ccccc3O2)n1 (stereo not given)	7.2	-1.1	-4.0	5.2	-0.6	1.9	13.6	2.2	-0.4
O=C(Cc1ccc(Cl)cc1)N1CCOCC1	7.0	-0.5	1.8	3.5	2.0	2.7	2.5	6.5	4.2
Cc1cc(C)c(Cn2c3ccccc3c3cnn(CC(=O)NCCN4CCOCC4)c(=O)c32)c(C)c1	-1.8	-6.0	0.0	-1.8	-4.1	10.2	-6.6	-1.3	1.4
COC(=O)C[C@H]1c2cc(C(F)(F)F)ccc2S(=O)(=O)N1C1CCCC1	-7.2	-0.1	4.5	2.7	0.3	-1.8	6.0	-2.3	5.1
N#CCCn1nnc(-c2ccccc2F)n1	2.3	-5.1	-3.1	-1.8	-2.7	-1.8	5.0	0.3	-18.0
COc1ccccc1N1CCN(C(CNS(=O)(=O)c2ccccc2)c2ccccc2)CC1 (stereo not given)	4.2	2.6	10.1	1.1	-1.7	13.8	0.0	2.0	15.8
CC(=O)NC1C(=O)N=C(SCC(=O)NCc2ccccc2)NC1=O (stereo not given)	-2.9	0.2	-1.6	-2.1	0.8	0.3	11.0	2.4	-3.8
O=C(O)CC(SCC(=O)Nc1ccc(Br)cc1)C(=O)O (stereo not given)	6.3	-1.8	-2.6	2.8	-1.8	-0.9	8.6	1.6	-1.2
COc1cccc(C(C(=O)NC2CCCCC2)N(Cc2ccco2)C(=O)c2ccccn2)c1 (stereo not given)	6.0	-1.6	9.1	1.2	6.2	2.9	-5.7	4.9	-9.1
COc1cccc(C2=CC(c3cccc(OC)c3OC)n3nnnc3N2)c1 (stereo not given)	2.1	-1.2	2.5	-1.0	-3.5	6.0	-0.9	4.3	-2.4
O=c1[nH]nc(SCc2ccccc2)c(=O)[nH]1	-1.3	8.2	3.4	15.9	-0.2	8.5	-6.8	-0.1	0.7
CCOC(=O)[C@@H]1[C@H]2COc3ccc(Br)cc3[C@@H]2N2C(=O)N(c3ccccc3)C(=O)[C@]12C	-2.0	2.2	0.7	0.0	0.5	2.7	4.1	-3.5	6.3
COC(=O)[C@H](C)N(Cc1ccc(Cl)c(Cl)c1)S(=O)(=O)CCNC1CCCC1	6.5	nt	nt	3.3	nt	6.5	nt	4.4	-0.6
CC(=O)c1c(C)[nH]c(C(=O)CN2C(=O)NC(C)(c3ccc4c(c3)OCCO4)C2=O)c1C (stereo not given)	4.8	5.6	2.8	1.2	-7.7	-0.9	-3.3	1.6	-1.5
O=C(CNC(=O)c1ccccc1)NCC1COc2ccccc2O1 (stereo not given)	-1.7	4.4	-2.8	3.6	-3.1	-1.9	7.2	-2.3	1.7
COc1ccc(NC(=O)c2cc(-c3cc(C)c(C)cc3O)n[nH]2)c(OC)c1	5.8	7.6	-3.0	4.8	-2.2	3.6	-2.4	-4.8	-11.0
O=C(COC(=O)c1ccc(Cl)s1)c1cc2ccccc2o1	-0.6	-2.7	0.4	2.1	-5.5	20.5	0.0	-2.9	38.3*
COC(=O)[C@@]12CCCCN1[C@H](c1ccc(-c3ccc(F)cc3)c(OC)c1)[C@@H]1C(=O)N(C)C(=O)[C@@H]12	1.6	-1.8	-1.8	5.0	-3.6	2.5	3.6	1.6	-0.9
CC(NC(=O)c1cc2ccccc2o1)c1cccs1 (stereo not given)	-0.6	2.3	8.0	-0.1	-1.0	-1.1	0.4	-3.2	-4.9
Cc1c(CC(=O)NCCCC(=O)O)c(=O)oc2cc3occ(-c4ccccc4)c3cc12	11.4	1.1	-1.1	1.9	-3.3	0.8	-1.4	2.5	9.0
Nc1ccccc1SC(C[N+](=O)[O-])c1ccccc1 (stereo not given)	-8.2	0.8	6.0	4.3	-0.5	5.0	5.4	11.0	-0.9
CC(C)CNC(=O)COC(=O)C1c2ccccc2Oc2ccccc21	5.5	0.5	0.1	3.4	-1.0	-4.6	-0.2	-1.0	-1.6
CC(C)NC(=O)C1CCCN(S(=O)(=O)c2ccc(-n3cnnn3)cc2)C1 (stereo not given)	2.8	2.9	2.4	4.7	1.7	1.9	-2.1	-4.4	0.8

# Screening results: PubChem, The Scripps Research Institute Molecular Screening Center
